Screens: PubChem, National Center for Advancing Translational Sciences (NCATS)
USP2a inhib – blocks human ubiquitin-specific protease USP2a | USP2a enzymatic assay, qHTS inhibition | Potency, µM (doses to about 38.3 µM), for inactives: at the highest dose activity change, negative = inhibition, most hits filed as inhibitors | 0.1% of 60,000 active | AID 927;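 also: potency is read from the fitted curve at half-maximal effect; nearly all actives have a fitted effect of over 60% in size; plate controls were DMSO for no effect and NEM full inhibition control for full effect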
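USP2 core (20 nM final) was preincubated with compound for 30 min at RT in 20 mM Tris-HCl pH 8.0, 2 mM CaCl2, 2 mM beta-mercaptoethanol; Ub-PLA2 (20 nM) plus NBD C6-HPC (20 uM) then added, fluorescence read after 2.5 h.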
A350 fluor – compounds fluorescent in Alexa 350 spectral region; Compound autofluorescence, 340/450 nm, Alexa 350 dye-equivalents; active compounds read high; max dye-equivalent concentration, M; 11% of 59,000 active; AID 590; in the data active = max dye-equivalent concentration above about 10 nM; inconclusive = mostly about 1.1 nM to 9.6 nM
Caspase-7 inhib – blocks human caspase-7 allosterically or competitively; 0.02% of 75,000 active; AID 889; recombinant caspase-7, Ac-DEVD-AFC fluorescence rate; Potency, µM (top dose mostly 57.5 µM), inactives show at the top dose activity change, negative = inhibition, usual class: inhibitors; P55210; active = well fitted inhibition curve with a large enough effect in the main read-out, with a control signal flat, not every such curve was filed as active; inconclusive = small, poorly fitted or top-dose-only effect, or a change in a side signal; also: potency is read from the fitted curve at half-maximal effect; % of control where 0% means no effect
4MU fluor – compounds fluorescent in 4-MU spectral region; compound autofluorescence, 340/450 nm, 4-MU equivalents; active compounds read high; max dye-equivalent concentration, M; 11% of 59,000 active; AID 589; in the data active = max dye-equivalent concentration above about 10 nM; inconclusive = mostly about 1.1 nM to 9.6 nM
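Compounds in 100 mM Tris, pH 8.0, sat 15 min at room temperature before fluorescence was read at 340 nm excitation/450 nm emission; a per-plate six-point 4-MU standard curve converted signals to dye-equivalent concentration at each compound concentration.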
Fluorescein autfl – fluorescein region autofluorescence; Compound autofluorescence, 480/540 nm, fluorescein-equivalent; active compounds read high; 0.91% of 59,000 active; max fluorescein-equivalent concentration, M; in the data active = max fluorescein-equivalent concentration above about 10 nM; inconclusive = between about 1.1 nM and that limit
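Values reflect compound autofluorescence, normalized to fluorescein on the same plate and reported at each tested concentration. Conditions: 100 mM Tris pH 8.0, room temperature, 15 min, excitation 480 nm, emission 540 nm.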
Rhodamine autofl – compound fluoresces in the rhodamine spectral region; max dye-equivalent concentration, M; 0.05% of 59,000 active; Rhodamine-region fluorescence, 547/598 nm, Tris buffer; active compounds read high; AID 594; in the data active = max dye-equivalent concentration above about 11 nM; inconclusive = between about 1.1 nM and that limit
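Steps: pin-transfer compounds into pH 8.0 Tris (100 mM), hold 15 min at room temperature, image with a 547/598 nm filter pair, and convert intensities to rhodamine-equivalent concentration using a six-point on-plate rhodamine series.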
BRCT inh red – BRCT-phosphoprotein interaction inhibition (red fluorophore); P38398; BRCT-phosphopeptide binding, red fluorescence polarization; Potency, µM (doses to about 76.9 µM), for the others: at the highest dose activity change, negative = inhibition, hits mostly inhibitors; 0.03% of 75,000 active; AID 892; also: % is scaled to controls: 0 for no effect and ±100 for the full control effect
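Rhodamine-labelled pBACH1 10-mer (100 nM) bound to BRCT domain (100 nM) at pH 7.3; compounds incubated 12 min room temperature, polarization read. Free peptide defines full inhibition; unlabelled decapeptide titrated as control.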
Casp1 inh – allosteric or competitive inhibitors of human caspase-1; Caspase-1 enzyme, Ac-WEHD-AFC fluorogenic rate; 0.03% of 75,000 active; Potency, µM (doses to about 57.5 µM), for the others: at the highest dose activity change, negative = inhibition, hits mostly inhibitors; AID 900;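 also: potency is read from the fitted curve at half-maximal effect; plate controls were vehicle for no effect and no substrate for full effect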
Texas Red fluor – Texas Red region autofluorescence | 0.06% of 59,000 active | max dye-equivalent concentration, M | Compound fluorescence, Texas Red channel, 547/618 nm; active compounds read high; in the data active = max dye-equivalent concentration above about 10 nM; inconclusive = between about 1.1 nM and that limit
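Pin-transferred compounds and Texas Red standards go into 100 mM Tris buffer, pH 8.0. After 15 min at room temperature, plates are imaged with 547/618 nm filters. Each value is a dye-equivalent concentration derived from the per-plate dye curve.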
BRCT PPI green – blocks human BRCA1 BRCT binding to phosphopeptide, green readout | P38398 | BRCA1 BRCT-phosphopeptide binding, green fluorescence polarization | Potency, µM (titrated, usually from 76.9 µM), for the others: at the highest dose activity change, negative = inhibition, most hits filed as inhibitors | 0.05% of 75,000 active;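 also: potency is read from the fitted curve at half-maximal effect; plate controls were peptide without protein for full effect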
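Fluorescence polarization: His-tagged BRCT (~35 kDa BRCA1 C-terminus, 250 nM) bound to 100 nM fluorescein-labeled phosphorylated 10-aa BACH1 peptide, pH 7.3 phosphate buffer with DTT and Tween 20. Compounds incubated 12 min at room temperature; inhibition read as lowered polarization.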
HEK293 cAMP cs – counter-screen for TSHR agonists: cAMP increase in parental HEK293; 2.5% of 73,000 active; parental HEK293 CNG cAMP sensor, membrane potential fluorescence; AID 938; Potency, µM (top dose mostly 57.1 µM), without a hit: top-dose activation, hits mostly activators; also: potency is read from the fitted curve at half-maximal effect; % of control where 0% means no effect; nearly all actives have a fitted effect of over 55% in size
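Parental HEK 293 cells stably expressing a modified CNG channel (no TSHR) report cAMP rise as membrane depolarization. Membrane potential dye with 100 uM RO 20-1724 was loaded for 60 min at room temperature, then compound added for 30 min; fluorescence read at 590 nm.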
* marks the source's active call; other numbers are inactive results; i = inactive; u = inconclusive; x = no result given; [ ] = remark or other dose. Unless noted, calls follow the shape of the dose curve; as a rule, active = well fitted curve in the direction sought with a large enough effect; inconclusive = small, poorly fitted or top-dose-only effect, or another doubt; inactive = no such curve, though single readings can be large; an effect the other way counts as inactive or inconclusive.

SMILES	USP2a inhib	A350 fluor	Caspase-7 inhib	4MU fluor	Fluorescein autfl	Rhodamine autofl	BRCT inh red	Casp1 inh	Texas Red fluor	BRCT PPI green	HEK293 cAMP cs
CSc1ncc(Cl)c(C(=O)Nc2nnc(SC)s2)n1	-0.4%	i	-0.9%	i	i	i	-0.5%	0.2%	i	-5.8%	0.4%
CC(C)COC(=O)C1C2C=CC3(CN(C(C)c4ccc(Br)cc4)C(=O)C13)O2 (stereo unspecified)	x	x	-0.3%	x	x	x	-0.1%	1.9%	x	-1.6%	8.3%
C/C=C/Cn1c(Br)nc2c1c(=O)[nH]c(=O)n2C	6.3%	i	-0.5%	i	i	i	0.5%	0.6%	i	-5.0%	0.7%
O=C(C1CC1)N1CCN=C1SCc1cccc(F)c1	x	x	2.6%	x	x	x	-0.5%	-1.8%	x	1.3%	14.3%
CCOC(=O)N1CCN(C(=O)c2oc3ccc(S(=O)(=O)N4CCOCC4)cc3c2C)CC1	9.6%	i	0.2%	i	i	i	-1.1%	2.4%	i	0.8%	-11.6%
COc1ccc(OC)c(NC(=O)c2nnn(Cc3ccc(Br)cc3F)c2N)c1	x	x	-3.4%	x	x	x	0.6%	-2.4%	x	-2.1%	5.3%
O=C(c1ccccc1)c1coc2ccc(O)c(CN3CCOCC3)c12	18.0%	i	0.7%	i	u	i	-2.5%	-1.8%	i	-1.5%	27.3%
CN(O)/C=c1/ccc2c(n1)C(=O)C=CC=2	22.9%	i	-0.2%	i	i	i	0.7%	-2.4%	i	-2.3%	-3.4%
CCn1c(-c2cccc(Cl)c2)n[nH]c1=S	-0.7%	x	-0.8%	x	x	x	-0.3%	2.5%	x	1.1%	21.6%
COC(=O)c1ccccc1NC(=O)CC#N	-9.3%	u	-3.5%	u	u	i	0.2%	-1.9%	i	-4.2%	11.1%
Cc1cnc(NC(=O)CSc2nnc(Cc3ccccc3)o2)s1	0.9%	i	-1.5%	i	i	i	-0.8%	0.3%	i	-5.8%	-5.4%
COc1ccc(CNC(=O)CN(CC2CCCO2)C(=O)CNS(=O)(=O)c2ccc(F)cc2)cc1 (stereo unspecified)	-1.2%	u	6.5%	i	u	i	0.0%	1.2%	i	0.5%	-3.1%
O=C(CSc1ncnc2c1nnn2-c1ccc(F)cc1)NCC1CCCO1 (stereo unspecified)	x	x	-1.9%	x	x	x	-0.4%	-0.7%	x	-2.6%	-9.5%
CS(=O)(=O)N1CCC2(CC1)CN(c1ccncc1)C2	-25.8%	i	-0.5%	i	i	i	1.6%	-12.4%	i	-2.5%	2.8%
C=CCN1C(=O)C(CC(=O)NCC)SC1=Nc1ccc(S(N)(=O)=O)cc1 (stereo unspecified)	-3.6%	i	-0.6%	i	i	i	-2.5%	2.7%	u	0.1%	5.6%
COc1ccc(O)c(C2NC(CC(C)C)(C(=O)O)C3C(=O)N(Cc4ccccc4)C(=O)C23)c1 (stereo unspecified)	-7.4%	i	-3.6%	i	i	i	0.9%	-0.6%	i	0.5%	11.9%
CCN(CC)C(=O)CSc1nc2ccccc2c(=O)n1-c1cccc(OC)c1	14.6%	i	-1.5%	i	u	i	0.3%	-1.4%	i	1.6%	u
CCOC(=O)c1cccc(NC(=O)CSc2nc3ccccc3c(=O)n2CC)c1	x	i	1.2%	i	i	i	0.4%	-2.3%	i	-1.7%	u
CCC(=O)Nc1ccc2oc(-c3ccccc3Br)nc2c1	5.5%	x	0.9%	x	x	x	0.1%	-1.9%	x	-0.4%	-1.6%
CCCCn1c(N2CCC(Cc3ccccc3)CC2)nc2c1c(=O)[nH]c(=O)n2C	-8.0%	u	-9.2%	i	i	i	-0.8%	-4.3%	i	1.7%	6.7%
NC(=O)N/N=C1\CC[C@H](O)C[C@@H]1CC(=O)O	x	i	0.3%[11.5 µM]	i	i	i	1.6%[15.4 µM]	-3.4%[11.5 µM]	i	-0.3%[15.4 µM]	24.6%[11.4 µM]
COc1ccc2oc(=O)c(C(=O)N3CCN(C45CC6CC(CC(C6)C4)C5)CC3)cc2c1	4.0%	3.06e-08M*	-12.0%	3.39e-08M*	i	i	-3.1%	u	i	-0.2%	-0.6%
CCc1ccc(-c2nc(CS(=O)CC(=O)NCc3cccnc3)c(C)o2)cc1 (stereo unspecified)	18.6%	i	-1.3%	i	i	i	0.8%	-3.1%	i	1.5%	3.0%
Cc1ccc(Cn2nnc(C(=O)Nc3cc(C)ccc3C)c2N)cc1	1.0%	i	-2.4%	i	i	i	-0.8%	-2.4%	i	-2.1%	u
Brc1ccc(C2=Nn3c(nnc3-c3ccncc3)SC2)cc1	-0.8%	i	-0.6%	i	i	i	-2.3%	0.2%	i	3.3%	3.9%

Later entries:
SMILES	USP2a inhib	A350 fluor	Caspase-7 inhib	4MU fluor	Fluorescein autfl	Rhodamine autofl	BRCT inh red	Casp1 inh	Texas Red fluor	BRCT PPI green	HEK293 cAMP cs
CCn1ccc(C(=O)Nc2ccc(S(=O)(=O)Nc3ccccc3OC)cc2)n1	6.7%	i	-2.0%	i	i	i	-0.5%	-0.3%	u	4.4%	7.0%
CCNC(=O)CN(c1ccc(OC)c(OC)c1)S(=O)(=O)c1ccccc1	-0.6%	i	-0.2%	i	i	i	-0.3%	-4.5%	i	-3.8%	1.6%
Cc1onc(-c2ccccc2Cl)c1C(=O)Nc1ccc(-n2nncc2-c2ccco2)cc1	50.5%[activator]	i	0.4%	i	i	i	1.0%	-2.3%	i	-7.6%	-6.2%
COc1ccccc1N1CCN(C(=O)c2ccoc2C)CC1	-11.1%	i	-3.2%	i	u	i	1.4%	-2.9%	i	1.5%	2.2%
CC(C)(C)NC[C@@H](O)COc1ccccc1C1CCCC1	41.2%[activator][17.1 µM]	i	2.0%[25.7 µM]	i	i	i	-0.4%[34.4 µM]	-4.2%[25.7 µM]	u	-0.4%[34.4 µM]	10.8%[25.6 µM]
COCC(=O)O[C@]1(CCN(C)CCCc2nc3ccccc3[nH]2)CCc2cc(F)ccc2[C@@H]1C(C)C	18.5%	i	0.1%	i	u	i	0.5%	0.6%	u	-2.1%	-9.8%
COc1ccc(CCNc2oc(-c3ccco3)nc2C#N)cc1	0.4%	u	1.3%	u	i	i	-1.5%	-2.0%	i	-4.5%	4.5%
O=C(c1cnccn1)N1CCC[C@@]2(CCN(c3ccccn3)C2)C1	14.0%	i	0.4%	i	i	i	-1.1%	-3.5%	i	-3.3%	u
CCC(CCC(C)C1CCC2C3CC=C4CC(O)CC[C@@]4(C)C3CC[C@@]12C)C(C)C (stereo partly specified)	-2.6%	x	0.3%	x	x	x	1.0%	0.7%	x	0.0%	x
CS(=O)(=O)N(CC(=O)NC1CCCC1)c1ccc2c(c1)OCCO2	-2.2%	i	1.2%	i	u	i	-1.6%	-0.6%	i	-4.2%	5.7%
Oc1c(C(c2ccco2)N2CCN(C(c3ccccc3)c3ccccc3)CC2)sc2ncnn12 (stereo unspecified)	x	x	-3.2%	x	x	x	-0.4%	-1.3%	x	3.1%	12.6%
O=C(CSc1nc2c(c(=O)n1-c1ccc(Cl)cc1)SCC2)N1CCCC1	14.8%	i	-0.4%	i	i	i	0.5%	-1.4%	i	0.7%	u
Cc1[nH]c2ccccc2c1-c1nc2ccccc2[nH]1	-4.8%	i	0.1%	i	i	i	-1.3%	1.6%	i	-2.3%	-24.6%
Cn1c(=O)n(CCC(=O)O)c2ccccc21	x	i	x	i	i	i	x	x	i	x	x
c1ccc(-c2nc(N3CCN(c4ccccc4)CC3)nc(-n3ccnc3)n2)cc1	-1.3%	i	-0.7%	i	i	i	-0.8%	2.0%	i	-2.4%	u
O=C(NCCn1cccc1)c1cccc2ccccc12	3.1%	i	-3.1%	i	i	i	-0.5%	1.4%	i	0.4%	2.1%
CC(C)CCN1C(=O)c2ccc(C(=O)NCc3ccco3)cc2C1=O	8.5%	i	-1.9%	i	i	i	0.6%	-0.6%	i	2.0%	1.4%
Cc1c(C(=O)Nc2ccccc2Cl)oc2ccc(S(=O)(=O)N3CCC4(CC3)OCCO4)cc12	59.4%[activator]	i	-3.6%	i	u	i	-1.4%	-2.5%	i	-6.2%	4.4%
O=C(CSc1nc(-c2ccccc2Cl)ns1)NCc1ccco1	-13.0%	i	1.2%	i	i	i	0.1%	1.5%	i	-0.4%	19.9%
COc1cc(S(=O)(=O)N2CCCC3(CCCCC3)C2)ccc1-n1cnnn1	30.1%[activator]	i	-0.3%	i	u	i	0.0%	-5.1%	i	0.4%	27.7%
CCN(CC)C(=O)c1n[nH]c(=O)c2ccccc12	8.0%	u	0.2%	i	i	i	1.4%	-2.2%	i	-1.1%	-0.1%
COC(=O)c1ccc(CSc2nnc(N)s2)cc1	-3.2%	i	0.2%	i	i	i	2.0%	0.5%	i	-2.4%	10.0%
CCOC(=O)c1cccc(NC(=O)CSc2nnc(C)n2Cc2ccccc2)c1	8.9%	i	2.8%	i	i	i	-2.0%	0.6%	i	0.3%	9.4%

Quoted at random: 2 entries already listed, in no set order.
SMILES	USP2a inhib	A350 fluor	Caspase-7 inhib	4MU fluor	Fluorescein autfl	Rhodamine autofl	BRCT inh red	Casp1 inh	Texas Red fluor	BRCT PPI green	HEK293 cAMP cs
O=C(CSc1nc(-c2ccccc2Cl)ns1)NCc1ccco1	-13.0%	i	1.2%	i	i	i	0.1%	1.5%	i	-0.4%	19.9%
c1ccc(-c2nc(N3CCN(c4ccccc4)CC3)nc(-n3ccnc3)n2)cc1	-1.3%	i	-0.7%	i	i	i	-0.8%	2.0%	i	-2.4%	u

Not all compounds are listed; the hit share may differ from the screen's.
